TAG inh: triacylglycerol accumulation inhibition; H9c2 cells, Nile Red lipid (TAG) fluorescence; cells loaded with 200 µM oleic acid; inhibition, % at 12.5 µM; 230,000 tested, 0.66% active; AID 651582;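 active = pattern-corrected inhibition of lipid staining of at least 50% with the nuclear-stain viability signal not falling by more than 50%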;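 also: 0% = DMSO wells and 100% = triacsin C control wells; some results filed as inactive read as strong as hits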
TAG inh DAPI viability: further read-out of TAG inh, marked with its call; DAPI nuclei signal change (viability), lower = more cytotoxic, %;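 whole-well DAPI fluorescence read on a plate reader as a viability signal; minus 50 percent equals half of cells still viable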
Numbers without * were called inactive; & = joins results of further samples. These rows are one share of the data, so the mix of outcomes need not match the whole.

SMILES | TAG inh | TAG inh DAPI viability
COCC1CCN(C(=O)C2CCC(=O)N(Cc3cccc(F)c3)C2)CC1 (stereo unspecified) | -8 | -3
CCOC(=O)C(C(=O)OCC)N(C#N)c1nc(N(C)C)nc(N(C)C)n1 | -19 | 3
COc1ccc(CCNS(=O)(=O)c2cccc([N+](=O)[O-])c2)cc1 | 2 | 3
Cc1ccc2nc(SCC(=O)NCc3ccccc3Cl)nc(=O)n2c1 | -7 | -11
CCOCCOCN(C#N)c1nc(OC)nc(N(C)C)n1 | -22 | 25
CCOC(=O)N1CCc2c(sc3nc4n(c(=O)c23)N=C(C)CS4)C1 | -8 | -2
O=C(Nc1ccc(F)cc1)c1cccc2c1C(=O)N(CC1CCCO1)C2 (stereo unspecified) | 24 | 11
O=C(Nc1ccc(N2CCOCC2)cc1)C1CC(=O)N(c2ccc(F)cc2)C1 (stereo unspecified) | 5 | -5
O=C(c1ccc(S(=O)(=O)N2CCCC2)cc1)N1CCN(c2ccccc2F)CC1 | 6 | -15
O=C(CSc1ccc2c(c1)OCCO2)NCC1CCCO1 (stereo unspecified) | 1 | -2
CCc1nc2ccccc2c(C(=O)OC2CCOC2=O)c1C (stereo unspecified) | -17 | 12
COc1ccc(NS(=O)(=O)c2cc(C(=O)N3CCC3)ccc2C)cc1 | -11 | 10
O=C(Nc1ccc(Oc2c(F)c(F)c(F)c(F)c2F)cc1)OC1CCN2Cc3ccccc3N=C12 (stereo unspecified) | 17 | -12
O=c1c2cc3c(cc2[nH]c(=S)n1CCN1CCOCC1)OCO3 | 20 | -15
Cc1ccc(OCC(=O)N/N=C\c2cn(C)c3ccccc23)c([N+](=O)[O-])c1 | -7 | -2
COc1cccc2sc(Nc3nnc(-c4ccc(F)cc4)o3)nc12 | 11 | -12
COc1cc(OC)nc(C(NC(=O)C2CCN(Cc3ccc(Oc4ccccc4)cc3)CC2)c2ccc(F)cc2)n1 (stereo unspecified) | 5 | 2
N#CCSc1ccccc1NC(=O)COC(=O)Cc1c[nH]c2ccccc12 | -6 | -1
O=C(CNC(=O)c1ccc(Cl)cc1Cl)OCc1nnc(-c2ccccc2)o1 | -8 | 2
CC(Sc1nnc(Cc2cccs2)n1C1CC1)C(=O)NC1CCS(=O)(=O)C1 (stereo unspecified) | -8 | 2
O=C(COC(=O)c1ccncc1)Nc1ccc2c(c1)OCO2 | -6 | 5
CCCNC(=O)Cn1cnc2sc(C(=O)NCCN(CC)CC)c(C)c2c1=O | -5 | 5
CCOc1ccc(NC(=O)CN(C)C(=O)c2cc(-c3ccc(OC)cc3)nc3ccccc23)cc1OCC | 53* | 15*
O=S(=O)(Nc1ccc(S(=O)(=O)Nc2nccs2)cc1)c1ccc(Br)cc1 | 8 | 1
Cc1ccc(C)c(NC(=O)CN(C)C(C)C(=O)N2CC(C)CC(C)C2)c1 (stereo unspecified) | 14 | -22
COc1cc(/C=N/NC(=O)c2ccc(Cl)c(S(N)(=O)=O)c2)ccc1OCC(N)=O | 5 | -14
CCOc1ccc(NC(=O)N2CCC(c3nc4ccccc4[nH]3)CC2)cc1 | -3 | 4
CCN(CC(=O)NCc1ccc(Cl)cc1)C(=O)c1ccc(S(=O)(=O)NCc2ccco2)cc1 | -1 | -1
CCOc1ccc2oc(C(=O)OC(C(=O)NC(N)=O)C(C)C)c(C)c2c1 (stereo unspecified) | -4 | 4
COc1ccc(N2CCN(S(=O)(=O)CCNC(=O)CCCc3ccccc3)CC2)cc1 | -4 | 5
O=C(/C=C/c1ccc(OCCCF)cc1)NCc1ccc(Cl)cc1 | 14 | -1
Cc1cnccc1CN(C)Cc1cn(C)nc1-c1cccc(Cl)c1 | -13 | 14
CCOC(=O)C1C(C(=O)OCC)C2C(=O)C3C(C(=O)OCC)C(C(=O)OCC)C3C(=O)C12 (stereo unspecified) | -1 | -2
COCCN(C(=O)Cc1csc(-c2cccc(Cl)c2)n1)c1c(N)n(Cc2ccccc2)c(=O)[nH]c1=O | 12 | 1
NC(=O)C1CCN(c2nnnn2-c2ccccc2)CC1 | -6 | -2
COC(=O)c1c(NC(=O)COC(=O)c2ccc(NC(=O)CC#N)cc2)sc2c1CCCCC2 | 4 | 0
CCOc1ccc2nc(SCC(=O)N(CC(C)C)c3c(N)n(CC(C)C)c(=O)[nH]c3=O)[nH]c2c1 | 1 | -1
Cc1nc(NC(=O)CSc2nc3cccnc3n2Cc2ccccc2)sc1C | 1 | 1
O=C1[C@@H]2[C@@H](CN3CN(c4ccccc4)N=C(c4ccccc4)[C@@]23c2ccccc2)C(=O)N1c1ccccc1 | 17 | 16
CC(C)CC(NC(N)=O)C(=O)OCC(=O)Nc1ccc(OC(F)F)cc1 (stereo unspecified) | 4 | 0
CCCCc1c(O)nc(SCC(=O)Nc2ccc(OC)cc2)n(-c2ccc(C)c(C)c2)c1=O | 5 | -11
COc1ccc(C(=O)/C=C/c2cn(CC(O)CN3CCN(C)CC3)c3ccccc23)cc1OC (stereo unspecified) | 1 | 27
COC(=O)c1ccc(Nc2nc(C)cc(=O)[nH]2)cc1 | 9 | -1
CC(C)c1cccc(-c2ccc3c(c2)S(=O)(=O)c2cccc(C(=O)NCc4ccco4)c2C3=O)c1 | 5 | -6
CC(C)(C)n1nnnc1C(c1cccnc1)N1CCN(c2ccccc2)CC1 (stereo unspecified) | -10 | 4
O=C(CCN1C(=O)C2CCCCC2C1=O)N1CCN(S(=O)(=O)c2ccccc2)CC1 (stereo unspecified) | 10 | -12
CCc1ccc(NC2CC(=O)N(CCc3ccc(OC)c(OC)c3)C2=O)cc1 (stereo unspecified) | -1 | -13
O=C(C1COc2ccccc2O1)N1CCN(Cc2ccccc2)CC1 (stereo unspecified) | -5 | -3
NS(=O)(=O)c1ccc(CCNC(=O)COC(=O)CCN2C(=O)C3CC=CCC3C2=O)cc1 (stereo unspecified) | 19 | -12
Cc1ccccc1NC(=O)CSc1nnc(-c2ccoc2C)n1CCc1ccccc1 | 14 | -16

A stretch taken from the entries so far, for reference:
SMILES | TAG inh | TAG inh DAPI viability
NC(=O)C1CCN(c2nnnn2-c2ccccc2)CC1 | -6 | -2
COC(=O)c1c(NC(=O)COC(=O)c2ccc(NC(=O)CC#N)cc2)sc2c1CCCCC2 | 4 | 0
CCOc1ccc2nc(SCC(=O)N(CC(C)C)c3c(N)n(CC(C)C)c(=O)[nH]c3=O)[nH]c2c1 | 1 | -1
Cc1nc(NC(=O)CSc2nc3cccnc3n2Cc2ccccc2)sc1C | 1 | 1
O=C1[C@@H]2[C@@H](CN3CN(c4ccccc4)N=C(c4ccccc4)[C@@]23c2ccccc2)C(=O)N1c1ccccc1 | 17 | 16
CC(C)CC(NC(N)=O)C(=O)OCC(=O)Nc1ccc(OC(F)F)cc1 (stereo unspecified) | 4 | 0
CCCCc1c(O)nc(SCC(=O)Nc2ccc(OC)cc2)n(-c2ccc(C)c(C)c2)c1=O | 5 | -11
COc1ccc(C(=O)/C=C/c2cn(CC(O)CN3CCN(C)CC3)c3ccccc23)cc1OC (stereo unspecified) | 1 | 27
COC(=O)c1ccc(Nc2nc(C)cc(=O)[nH]2)cc1 | 9 | -1
CC(C)c1cccc(-c2ccc3c(c2)S(=O)(=O)c2cccc(C(=O)NCc4ccco4)c2C3=O)c1 | 5 | -6
CC(C)(C)n1nnnc1C(c1cccnc1)N1CCN(c2ccccc2)CC1 (stereo unspecified) | -10 | 4
O=C(CCN1C(=O)C2CCCCC2C1=O)N1CCN(S(=O)(=O)c2ccccc2)CC1 (stereo unspecified) | 10 | -12
CCc1ccc(NC2CC(=O)N(CCc3ccc(OC)c(OC)c3)C2=O)cc1 (stereo unspecified) | -1 | -13
O=C(C1COc2ccccc2O1)N1CCN(Cc2ccccc2)CC1 (stereo unspecified) | -5 | -3
NS(=O)(=O)c1ccc(CCNC(=O)COC(=O)CCN2C(=O)C3CC=CCC3C2=O)cc1 (stereo unspecified) | 19 | -12
Cc1ccccc1NC(=O)CSc1nnc(-c2ccoc2C)n1CCc1ccccc1 | 14 | -16

(more compounds)
SMILES | TAG inh | TAG inh DAPI viability
COc1ccc(S(=O)(=O)N2CCN(C(=O)c3ccc(COc4ccccc4)o3)CC2)cc1 | -10 | 3
COc1ccc(CCNS(=O)(=O)c2ccc3c(c2)CCN3C(=O)C2CC2)cc1OC | -6 | 5
CC(C)C[C@@H](CNCC(=O)[C@H](CC(C)C)NC(=O)c1[nH]cnc1C(=O)N[C@@H](C)CN)NC(=O)c1nc[nH]c1C(=O)N[C@@H](CC(C)C)C(=O)O | 8 | -3
COC(=O)c1ccc(NC(c2ccc(Cl)cc2)P(=O)(OC)OC)cc1 (stereo unspecified) | -15 | 13
Cc1ccc(C(=O)COC(=O)CN2C(=O)C3CC=CCC3C2=O)cc1C (stereo unspecified) | -2 | -9
COC(=O)c1ccccc1NC(=O)/C=C/C(=O)O | 1 | -5
COCCNC(=O)C(c1ccc(Cl)cc1)N(C(=O)CCC(=O)Nc1ccccn1)C1CCCC1 (stereo unspecified) | 11 | -8
Cc1ccc(Nc2nnc(SCC(=O)NC3CCS(=O)(=O)C3)s2)c(C)c1 (stereo unspecified) | 6 | 11
CCN(CC)Cc1cc(Nc2ccnc3cc(Cl)ccc23)ccc1O | 1&11 | 21&-7
C=CCn1c(SCC(=O)NCC(c2ccccc2)N(C)C)nc2sc3c(c2c1=O)CCC3 (stereo unspecified) | 12 | -4
O=C(Cc1cccs1)N1CCN(S(=O)(=O)c2ccc(Cl)c(C(F)(F)F)c2)CC1 | -16 | 1
CC(=O)c1ccc(NC(=O)c2noc(C(C)C)c2[N+](=O)[O-])cc1 | -10 | -1
COc1ccc(/C=N/NC(=O)c2cc(C)n(-c3ccccc3)c2C)cc1OC | 5 | 197
Cc1ccc(NC(=O)CSc2nc3nc(C)cc(C)c3c(=O)[nH]2)cc1 | 8 | -4
CS(=O)(=O)Nc1nc2n(n1)C(c1ccccc1)C=C(c1ccc(Br)cc1)N2 (stereo unspecified) | 10 | 10
CC(C)Oc1cc(C(=O)NC2CCCCC2)c2ccccc2n1 | 8 | -5
CC(C)(C)OC(=O)NCCCC[C@H](NC(=O)c1nc[nH]c1C(=O)NC1CCN(C(=O)OC(C)(C)C)CC1)C(=O)OC(C)(C)C | 4 | -4
O=c1c2oc3ccccc3c2ncn1Cc1ccc(F)cc1 | -6 | -3
CC(/C=C/c1ccco1)=N/NC(=O)c1ccc(C)nc1 | 6 | -8
CCOc1c(CNc2nnnn2C)cccc1OC | -24 | 10
O=C(Nc1cccc2ccccc12)c1csc([C@@H]2C[C@H](O)[C@@H](CO)O2)n1 | 4 | 10
CCC(CC)C(=O)N(C)c1c(C)nc2c(OCc3ccc(C#N)cc3)cccn12 | -17 | 4
CN1CCN(S(=O)(=O)c2cccc(C(=O)Oc3cccc(Br)c3)c2)CC1 | -3 | 4
O=C(N/N=C/C=C/c1ccccc1)c1cccnc1 | -7 | 1
COc1cc(C2C(C#N)=C(N)Oc3cc(C)oc(=O)c32)cc2c1OCO2 (stereo unspecified) | 20 | -11
CC1(C)C2CC=C(/C=N/NC(=S)NCCc3ccccc3)C1C2 (stereo unspecified) | 43 | 13
COC(=O)c1ccc(S(=O)(=O)N2CCCCCC2)cc1 | 26 | -19
Cc1nn(-c2ccccc2)c(C)c1C(=O)OCC(=O)Nc1ccc(C(N)=O)cc1 | 19 | -8
CCn1c(SC)nnc1-c1c[nH]c2ccccc12 | 8 | -4
Cc1nc2cc(C(=O)OCC(=O)N(CC(C)C)C3CCS(=O)(=O)C3)ccc2n1-c1ccccc1 (stereo unspecified) | 19 | -9
C=C(C)CNc1cc(S(=O)(=O)N2CCOCC2)ccc1Oc1ccccc1 | -18 | 5
Cc1c(Br)c([N+](=O)[O-])nn1CC(=O)NCCc1c[nH]c2ccccc12 | -8 | 0
COc1ccc(/C=C/C(=O)NC(=S)Nc2ccc(N3CCN(C(C)=O)CC3)cc2)cc1 | 9 | -3
Cc1nn(C)c(Cl)c1/C=N/OC(=O)c1ccccc1 | 15 | -4
COc1ccc(C2C(C#N)=C(N)OC3=C2C(=O)CC(C)(C)C3)cc1OC (stereo unspecified) | -11 | 11
COCCNC(=O)C1c2cc(OC)c(OC)cc2C(=O)N(C)C1c1cccnc1 (stereo unspecified) | -6 | -1
O=C(NNC1=NS(=O)(=O)c2ccccc21)c1ccccc1Cl | -9 | 10
Cc1cccc(CC(=O)N2CCC(n3nccc3NC(=O)C3CC3)CC2)c1 | -10 | 3
CCN(CC(=O)Nc1ccc(NC(C)=O)cc1)C(=O)/C=C/c1cn(Cc2ccccc2)nc1-c1cccnc1 | 1 | 1
COCCCN1C(=O)C(CC(=O)NCC2CCCCC2)CC(C(=O)N(C)C)=C1C (stereo unspecified) | -2 | -4
O=C(Nc1ccccc1)C1CCN(C(=O)c2ccccc2)CC1 | 6 | 3
Cc1onc(-c2ccccc2Cl)c1C(=O)Nc1ccc(-c2nnc3n2CCCCC3)cc1 | 1 | 3
C[C@H](CO)N1C[C@H](C)[C@@H](CN(C)S(=O)(=O)c2cccs2)Oc2ccc(NS(=O)(=O)c3ccccc3)cc2C1=O | -5 | -3
COC(=O)c1ccccc1NC(=O)Nc1ccc2c(c1)OCO2 | 3 | 4
O=C(NCc1cccnc1)C(=O)NCC1OCCCN1S(=O)(=O)c1cc(F)ccc1F (stereo unspecified) | -3 | -2
CN(NS(=O)(=O)c1ccc(Cl)cc1)c1cnn(C)c(=O)c1Cl | 2 | 5
O=C1CC(C(=O)N(c2ccccc2)C(C(=O)NC2CCCC2)c2ccncc2)CS1 (stereo unspecified) | -3 | 1
FC(F)(F)c1nc2ccccc2nc1N/N=C/c1ccc(Cl)cc1 | 26 | -11
O=[N+]([O-])c1ccc(Sc2ncccn2)c([N+](=O)[O-])c1 | 21 | -20
Cc1ccc(Cc2c(C)nc3nc(SCC(=O)NCCCN4CCOCC4)nn3c2C)cc1 | 17 | -4

New compounds follow
SMILES | TAG inh | TAG inh DAPI viability
CN(C)CCNC(=O)/C(=C/c1ccc(-c2cccc(Cl)c2)o1)NC(=O)c1ccccc1 | 9 | 7
C/C(=N\NC(=O)c1ccccc1F)c1ccc(C#N)cc1 | 0 | -8
Cc1nnc(SC(C)C(=O)Nc2nccs2)s1 (stereo unspecified) | 3 | -3
COc1cccc(CSc2nc3ccccc3cc2C=O)c1 | -72 | -10
Cc1ccc(C)c(NC(=O)COC(=O)Cc2ccsc2)c1 | 17 | -6
